Source: PubChem BioAssay (several laboratories)
proKLK7 act: activates the human kallikrein-7 zymogen; P49862; purified proKLK7, EDANS-DABCYL substrate fluorescence; 100% is mature enzyme control, 0% vehicle; activation, % at 7 µM; 370,000 tested, 0.9% active;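 active = activation above the mean of all tested compounds plus 3 SD, computed per campaign excluding outliers beyond control limits, cut at about 13% in these data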
ASAP1 inh: ASAP1 ArfGAP inhibition | 360,000 tested, 0.19% active | inhibition, % at 16.5 µM | AID 624377 | ASAP1-stimulated ARF1 GTP hydrolysis, GDP FP detection | Q9ULH1; in the data active = inhibition above about 25%;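 also: 0% = vehicle with enzyme and substrate and 100% = no enzyme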
Target sequence (Q9ULH1 325-724 limits assumed): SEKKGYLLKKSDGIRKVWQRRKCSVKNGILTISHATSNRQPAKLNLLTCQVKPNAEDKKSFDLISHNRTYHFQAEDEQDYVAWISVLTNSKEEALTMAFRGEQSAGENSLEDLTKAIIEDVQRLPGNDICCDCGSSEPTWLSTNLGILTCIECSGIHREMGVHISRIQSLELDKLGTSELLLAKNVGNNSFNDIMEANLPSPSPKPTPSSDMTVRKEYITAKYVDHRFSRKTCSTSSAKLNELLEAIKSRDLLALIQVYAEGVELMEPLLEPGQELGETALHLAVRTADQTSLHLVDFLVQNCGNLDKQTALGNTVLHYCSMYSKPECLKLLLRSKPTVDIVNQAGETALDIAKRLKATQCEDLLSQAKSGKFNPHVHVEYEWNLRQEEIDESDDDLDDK
rCAG RNA binder: r(CAG) repeat RNA binding. AID 651821. 370,000 tested, 1.3% active. inhibition, % at 3 µM. TO-PRO-1 dye displacement fluorescence;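 active = inhibition above the plate cutoff, the mean of all test compounds on that plate plus 3 SD, cut at about 35% in these data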;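 also: 0% = DMSO alone and 100% = 100 µM mitoxantrone as full dye displacement; higher means more dye released from RNA so lower well fluorescence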
Tn6 DDE FP: inhibitors of Tn6 peptide binding to human fibrin DD(E). 370,000 tested, 0.21% active. AID 720509. Fibrin DD(E) TRITC-Tn6 fluorescence polarization displacement. inhibition, % at 8.3 µM;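 active = inhibition above a per-campaign cutoff: mean of compounds within control limits plus 3 SD, cut at about 15% in these data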;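 also: 0% = median of all compound wells on the plate and 100% = blocking peptide control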
HGIII-sPLA2 inh: Inhibits HGIII-sPLA2 liposome hydrolysis, primary screen | QFRET BODIPY PC-A2 liposome hydrolysis, fluorescence | inhibition, % at 12.2 µM | 370,000 tested, 0.56% active;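 active = inhibition above mean plus 3 SD of compounds lying within the high and low control bounds, cut at about 19% in these data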;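 also: 0% = median of test compound wells and 100% = no enzyme DMSO wells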
Target sequence (Q9NZ20 whole entry, looked up): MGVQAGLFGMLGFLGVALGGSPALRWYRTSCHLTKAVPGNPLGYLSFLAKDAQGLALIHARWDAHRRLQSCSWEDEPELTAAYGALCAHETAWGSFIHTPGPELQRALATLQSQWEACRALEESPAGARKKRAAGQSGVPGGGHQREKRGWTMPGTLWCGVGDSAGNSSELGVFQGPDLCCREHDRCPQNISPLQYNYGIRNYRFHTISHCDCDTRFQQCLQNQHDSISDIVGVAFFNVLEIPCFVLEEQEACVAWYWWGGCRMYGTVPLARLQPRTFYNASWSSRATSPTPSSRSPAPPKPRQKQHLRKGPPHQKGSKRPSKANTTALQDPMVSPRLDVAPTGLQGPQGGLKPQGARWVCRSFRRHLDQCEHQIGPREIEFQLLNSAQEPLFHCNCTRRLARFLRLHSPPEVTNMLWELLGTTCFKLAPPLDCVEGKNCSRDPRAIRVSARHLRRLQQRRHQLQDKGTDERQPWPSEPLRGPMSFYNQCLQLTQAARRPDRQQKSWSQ
ADAM10 inh: inhibitors of human ADAM10. O14672. recombinant ADAM10, EDANS/DABCYL FRET peptide cleavage, 3 h. inhibition, % at 7 µM. 370,000 tested, 0.62% active. AID 720582;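 active = inhibition above a per-campaign cutoff equal to the mean of compounds falling between control-based bounds plus 3 SD, cut at about 20% in these data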;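 also: 0% = DMSO wells while the 100% control is not disclosed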
GAA850 FXN act: frataxin GAA850 promoter activation | HEK293 lucGAA850 FXN promoter luciferase reporter, 24 h; percent of 10 µM SAHA response | activation, % at 6 µM | 360,000 tested, 0.56% active;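 active = activation above the average of all compounds screened plus 3 SD, cutoff fixed separately per campaign, cut at about 7.5% in these data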;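 also: 0% = DMSO wells and 100% = 10 µM SAHA wells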
NPR1 activator: GC-A (human) enzyme activation; HEK293 GC-A cells, cGMP TR-FRET, EC30 ANP; 0% at EC30 ANP, 100% saturating ANP; activation, % at 10 µM; 370,000 tested, 0.14% active; in the data active = activation above about 40%
GC-B act: GC-B (human) receptor activation; P20594; HEK293-GC-B cells, CNP EC30, cGMP TR-FRET; 0% at EC30 CNP, 100% saturating CNP; activation, % at 10 µM; 370,000 tested, 0.11% active; AID 1920062;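 active = activation at 10 µM reaching about 35% in either raw or pattern-adjusted values, limit read from the data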
ARFGAP1 inhibitor: rat ARFGAP1 inhibition | Arfgap1-stimulated ARF1 GTP hydrolysis, GDP FP detection | inhibition, % at 16.5 µM | 360,000 tested, 0.26% active;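 active = inhibition above a per-plate limit, mean inhibition of low control wells plus 3 SD, cut at about 25% in these data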;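 also: 0% = DMSO wells with enzyme and 100% = wells lacking Arfgap1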
Target sequence (Q62848 1-136 limits assumed): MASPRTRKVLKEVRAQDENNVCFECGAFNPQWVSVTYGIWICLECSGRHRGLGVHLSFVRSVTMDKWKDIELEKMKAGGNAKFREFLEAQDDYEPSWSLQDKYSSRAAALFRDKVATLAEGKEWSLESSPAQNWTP
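Assay system: Rat Arfgap1 GAP domain (His6, aa 1-136), purified enzyme | Buffer or medium: HEPES 25 mM pH 7.5, NaCl 150 mM, MgCl2, DTT | Schedule: GTP hydrolysis reaction 2 h at 25 °C | Signal: FP of antibody-bound GDP Alexa 633 tracer, ex 620/em 688 nm | Measure: Percent inhibition of Arfgap1-stimulated GTP hydrolysis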
* = called active by the depositor; i = inactive; · = no result given. Random draw from the library; overall some 4.5% were active at least once.

canonical_smiles	proKLK7 act	ASAP1 inh	rCAG RNA binder	Tn6 DDE FP	HGIII-sPLA2 inh	ADAM10 inh	GAA850 FXN act	NPR1 activator	GC-B act	ARFGAP1 inhibitor
O=C(COc1ccccc1Cl)N(Cc1cccs1)C1CCS(=O)(=O)C1 (stereo not given)	-0.1	1.2	2.6	0.1	-6.8	3.4	1.2	-7.2	-4.4	3.0
Cc1ccc(S(=O)(=O)Nc2cccc(-n3cnnn3)c2)cc1C(=O)O	0.0	1.0	3.1	-10.7	-2.5	-1.8	-2.1	-2.3	5.9	0.2
COP(N)(=O)C(CC(C)C)NC(=O)OCc1ccccc1 (stereo not given)	-0.4	·	0.0	-2.4	4.5	-5.4	·	0.3	3.5	·
CN(C)CCN(CC1CCCN(Cc2ccccc2F)C1)C(=O)c1ccc(Cl)cc1 (stereo not given)	-0.2	1.4	-9.3	-10.1	-19.2	14.6	-0.4	-33.4	-22.3	-7.7
COc1ccc(CCNc2oc(-c3cccc4ccccc34)nc2P(=O)(OC)OC)cc1OC	-93.8	3.6	-6.0	6.8	-5.0	i	3.6	3.0	-0.7	3.8
CC(C)CCN1CCC(Cc2ccccc2)(NC(=O)c2ccccc2)C1=O (stereo not given)	0.4	-4.0	-8.8	-0.8	-4.6	-2.5	-2.7	3.4	6.4	9.6
CCOC(=O)c1ccn(CSc2c(F)c(F)cc(F)c2F)n1	-0.5	-3.5	-0.9	-5.7	9.5	-10.2	0.9	1.5	-6.1	-12.1
COc1cc(C)ccc1OCCOc1c(C)cccc1Cl	0.1	-5.5	-6.3	-9.0	6.1	12.0	-1.0	-4.5	-1.7	7.6
COc1ccc(NC(=O)CN2CCN(C(C)=O)CC2)cc1S(=O)(=O)N1CCOCC1	0.9	-4.4	1.6	5.2	-2.4	-6.7	-2.2	-0.4	-2.9	-1.6
COc1ccc(NS(=O)(=O)c2ccc(OCC(=O)N3CCOCC3)cc2)cc1Cl	0.1	-6.2	0.8	1.2	13.3	-1.1	-1.3	0.5	-0.2	2.3
Cc1nc2ccc(NC(=O)[C@H](C)N3C(=O)C4CC=CCC4C3=O)cc2s1 (stereo not given in full)	0.3	2.7	2.3	3.7	8.4	1.1	1.1	0.3	5.2	-3.9
Cc1ccc(NC2=CC(=O)CC(C)(C)C2)cc1C	-0.6	-2.6	-4.0	7.8	2.3	-7.9	-0.4	3.4	5.0	-2.9

(list continues)
canonical_smiles	proKLK7 act	ASAP1 inh	rCAG RNA binder	Tn6 DDE FP	HGIII-sPLA2 inh	ADAM10 inh	GAA850 FXN act	NPR1 activator	GC-B act	ARFGAP1 inhibitor
O=C(Nc1ccccc1)OCCN1CCN(Cc2ccccc2)CCC1=O	0.7	4.2	-4.0	-5.5	-4.4	5.6	-1.9	1.0	0.5	11.1
CCOC(=O)Nc1sc(C)nc1-c1ccccc1	-0.1	-1.1	-2.8	-1.7	4.1	0.0	2.8	4.2	-3.4	-6.3
N#Cc1ccc(COn2nnc3ccccc32)cc1	-0.1	8.0	-3.2	1.0	-1.3	4.3	0.8	-5.4	0.7	4.8
CC(=O)Nc1ccc(Nc2nc(C)c([N+](=O)[O-])c(N(C)c3ccccc3)n2)cc1	0.0	-2.5	0.2	7.4	0.9	6.5	-1.5	-0.3	9.5	12.6
CC(C)NC(=O)c1c2c(nc3ccccc13)CCCC2	0.9	4.3	1.7	-5.6	-2.9	10.1	0.5	-4.3	-2.6	-8.3
Cc1ccc(NC(=O)CSc2ncc3ccccn23)cc1C	1.8	4.8	-0.5	2.0	-5.2	-54.5	2.4	-17.4	-7.3	0.3
Cc1ccc(NC2c3ccccc3C(=O)N2CCN2CCOCC2)cc1 (stereo not given)	0.4	-12.7	1.1	-4.8	8.5	-12.4	-0.7	4.0	-2.2	-1.4
CSCCC(NS(=O)(=O)c1ccc2ccccc2c1)C(=O)O (stereo not given)	-0.7	10.2	4.4	5.5	-1.8	7.2	1.3	5.5	-0.5	-0.2
Cc1sc2nc3c(C(=O)N4CCCC4)cc(C(=O)c4ccccc4O)cn3c(=O)c2c1C	0.3	-2.7	3.0	-2.7	-3.0	0.0	2.1	6.1	6.6	5.1
CCOC(=O)Nc1cc(C(=O)OC)cc(C(=O)OC)c1	-0.4	-8.8	-0.5	8.3	9.4	1.3	-4.4	-1.9	1.5	-1.1
Cc1ccnc(N2CCC(C(=O)NNC(=O)c3ccccc3C)CC2)n1	0.8	-6.3	-3.8	7.1	0.2	-34.1	4.7	2.8	3.3	-1.2
NS(=O)(=O)c1ccc(NC(=O)CCCCC(=O)Nc2ccc(S(N)(=O)=O)cc2)cc1	0.3	11.8	-0.6	0.5	3.1	0.2	1.6	-2.2	0.0	9.9

The results go on.
canonical_smiles	proKLK7 act	ASAP1 inh	rCAG RNA binder	Tn6 DDE FP	HGIII-sPLA2 inh	ADAM10 inh	GAA850 FXN act	NPR1 activator	GC-B act	ARFGAP1 inhibitor
COc1ccccc1-c1cc(C(=O)N/N=C\c2cn(C)nc2C)c2ccccc2n1	0.7	2.1	0.2	2.8	12.4	1.7	0.1	2.9	0.3	-13.9
Cc1noc(/C=C/N(C)C)c1S(=O)(=O)N1CCCC(C(=O)NCc2ccco2)C1 (stereo not given)	1.1	-1.5	22.1	-12.0	-11.7	-4.7	1.3	1.1	1.6	-6.8
CCC(C)(C)n1nnnc1C(c1ccccn1)N1CCOCC1 (stereo not given)	-0.3	2.8	-3.1	-0.2	0.7	-3.6	0.8	2.9	5.2	3.9
Cc1ccc(CC(=O)c2ccc(Cl)cc2)cc1	0.0	-10.5	-2.0	-0.9	-17.1	-3.3	1.6	6.8	2.3	6.8
CCN(CC)C(=O)c1[nH]cnc1C(=O)N[C@@H](C)C(=O)OCc1ccccc1	-0.1	7.5	-5.7	8.2	4.0	-4.9	-0.7	0.2	-0.6	-3.3
COc1cc(/C=N/NC(=O)c2cccc([N+](=O)[O-])c2)ccc1OCc1ccc(C)cc1	-0.2	5.0	-1.9	0.2	1.3	3.4	2.4	-1.1	-2.3	9.3
COc1cccc(N=Nc2c(C)[nH]n(-c3ccccc3)c2=O)c1	0.1	-10.0	2.9	-8.9	-1.2	4.1	-0.5	-7.1	-6.0	-3.6
Cc1ccc(-n2nc3c(c2NC(=O)c2ccc(Br)o2)CSC3)c(C)c1	-0.2	-1.3	25.4	-7.7	-1.1	12.6	0.7	-27.5	-7.5	-6.7
O=C1/C(=C/c2coc3ccc(O)cc3c2=O)SC(=S)N1c1ccccc1	0.3	8.7	9.0	3.5	-2.9	4.0	0.2	-3.0	-12.6	6.7
CCN(CC)c1ccc(C=NNc2ccc([N+](=O)[O-])cn2)cc1	-0.2	-2.0	8.3	4.7	8.1	-9.2	4.5	-8.5	-2.0	-0.7
COCCCNC(=O)Cn1ncc2c(=O)oc3ccccc3c21	0.7	9.3	-1.8	0.5	-0.3	8.1	-1.2	-4.9	2.9	-1.1
CCCn1nnc(NC(=O)COc2ccc(Cl)cc2)n1	-0.7	-11.1	-5.0	9.3	7.7	-12.0	-0.6	2.2	-1.3	3.3

(further entries)
canonical_smiles	proKLK7 act	ASAP1 inh	rCAG RNA binder	Tn6 DDE FP	HGIII-sPLA2 inh	ADAM10 inh	GAA850 FXN act	NPR1 activator	GC-B act	ARFGAP1 inhibitor
COc1ccc(OC)c(NC(=O)Nc2nc(C(N)C(C)C)cs2)c1 (stereo not given)	-0.7	2.2	10.1	5.7	13.3	-10.9	3.4	1.0	-2.5	3.4
O=C1/C(=C/c2cccc(Br)c2)SC(=S)N1CCC(=O)N(CCO)c1ccccc1	-0.5	5.7	3.4	0.1	-7.6	-8.0	0.1	-17.0	-2.6	3.0
COc1ccc(-c2noc(CCC(=O)N3CCC(C)CC3)n2)cc1	0.6	7.7	-4.2	0.0	-3.6	-2.6	2.2	1.1	2.4	3.1
Cc1[nH]c2ccccc2c1CC(=O)Nc1ccc(Nc2cccnc2)c(-c2ccc(C(C)(C)C)cc2)c1	0.0	-14.3	18.5	-3.2	1.3	2.2	·	0.8	2.3	-6.4
Cc1ccc(CN2CC(C(=O)NNC(=O)c3ccc(F)cc3)CC2=O)cc1 (stereo not given)	0.1	7.4	0.1	3.3	-6.3	2.1	0.4	3.9	-1.1	-12.0
Cc1ccc(-c2csc(N3CCN(S(=O)(=O)c4ccc5c(c4)NC(=O)CO5)CC3)n2)cc1	-0.4	4.2	5.6	-1.8	-1.6	8.1	-1.5	-4.0	5.2	-5.0
COc1ccc(Nc2nc(NCc3ccco3)nc(N/N=C/c3ccccc3Cl)n2)cc1	-0.5	11.6	13.2	4.0	-1.8	10.0	0.3	-0.6	-0.3	9.8
COc1ccc(NC(=O)Cn2nnc(C(=O)NCCc3ccc(OC)c(OC)c3)c2N)c(OC)c1	0.5	1.2	-5.0	5.0	0.2	3.8	1.6	-4.8	0.9	1.3
CC(=O)N1CCC(=NNc2ccc(S(=O)(=O)N3CCOCC3)cc2[N+](=O)[O-])CC1	-0.6	7.3	-0.6	7.8	5.3	1.7	0.5	-4.2	3.0	2.2
O=S(=O)(CCN1CCN(c2ccccn2)CC1)c1ccc(Cl)cc1Cl	0.7	3.9	-5.3	0.5	4.3	-1.1	1.3	-2.9	-6.2	1.8
CC(C)(C)c1ccc(Cn2nnc3c(=O)[nH]c(C4CCCN(C(=O)c5cccs5)C4)nc32)cc1 (stereo not given)	-0.5	5.1	16.4	-10.3	-20.3	23.9*	1.9	-1.5	-2.4	-12.2
CC(=O)Nc1cnn(Cc2ccc(Br)cc2)c1	0.1	-8.7	-0.5	-4.0	2.0	4.1	-1.4	-1.3	-3.0	-6.6

New compounds follow:
canonical_smiles	proKLK7 act	ASAP1 inh	rCAG RNA binder	Tn6 DDE FP	HGIII-sPLA2 inh	ADAM10 inh	GAA850 FXN act	NPR1 activator	GC-B act	ARFGAP1 inhibitor
CCOc1cccc(OCCOCCNC(C)(C)C)c1	0.0	5.9	1.8	-2.2	1.2	-7.4	3.1	-3.0	-0.2	0.4
COc1ccc(CCC(C)NCC(C)c2ccccc2)cc1 (stereo not given)	0.1	-3.3	-0.2	-1.4	3.1	5.7	2.6	-17.2	-14.3	1.7
CCC(OC(=O)c1nsc(Cl)c1Cl)C(=O)NCC1CCCO1 (stereo not given)	-0.7	-4.1	-1.5	-4.6	10.8	-12.6	-0.3	-0.9	-1.9	-0.5
Cn1c(SCC(=O)N2CCCC2)nnc1-c1cnccn1	0.2	6.1	-0.6	3.0	0.0	3.1	1.1	-0.1	3.6	1.0
CCc1cc(=O)oc2c3c(cc(OCC(=O)NCCN4CCOCC4)c12)OC(C)(C)CC3	39.4*	15.4	-7.6	-1.8	-3.9	i	0.1	-15.2	-18.9	11.9
Cc1ccc2c([N+](=O)[O-])cccc2n1	0.5	-3.1	-1.2	4.7	-2.4	-1.0	3.9	4.0	-1.4	0.3
NC(=O)c1sc2nnc(-c3ccccc3)c(-c3ccccc3)c2c1N	-0.1	-4.5	-1.0	5.6	2.5	2.3	-3.4	-13.9	-6.2	-9.9
Cc1ccc(-n2c(C)cc(C3=NNC(=NC4CC4)SC3)c2C)cc1C	-1.1	-1.2	4.0	-4.7	-4.1	4.7	-5.5	2.1	-0.6	-18.4

Quoted from the listing.
ARFGAP1 inhibitor, `NC(=O)c1sc2nnc(-c3ccccc3)c(-c3ccccc3)c2c1N` is entered as -9.9
GAA850 FXN act, `Cc1ccc2c([N+](=O)[O-])cccc2n1` is entered as 3.9
